# Screening results (PubChem BioAssay)
# Growth percent in the NCI-60 one-dose screen (48 h, 10 µM unless noted): 100 = growth as untreated, 0 = no growth, -100 = all killed.
# UO-31: UO-31 renal cancer. 81,000 compounds, 5.2% hits. AID 1794768
# TK-10: TK-10 renal cancer cells. 81,000 compounds, 3.9% hits
# ACHN: ACHN renal cancer; AID 1794771; 81,000 compounds, 4.9% hits
# 786-0: 786-0 renal cancer cells | 81,000 compounds, 5.1% hits | AID 1794775
# RXF 393: RXF 393 renal cancer cells; 77,000 compounds, 6.9% hits; AID 1794773
# SN12C: SN12C renal cancer cells; AID 1794767; 81,000 compounds, 3.8% hits
# DU-145: DU-145 prostate cancer; 81,000 compounds, 4.2% hits
# A498: A498 renal cancer cells; 76,000 compounds, 5.4% hits
# CAKI-1: CAKI-1 renal cancer | 75,000 compounds, 4.7% hits | AID 1794772
# * = called active by the depositor; · = not tested or not shown; & = joins results of further samples; ! = not active in a repeat. How the source made its calls: active means growth percent below 10; inactive means the rest.
mol,UO-31,TK-10,ACHN,786-0,RXF 393,SN12C,DU-145,A498,CAKI-1
O=C(CCl)c1ccc2c(c1)CCCC2,91.2,86.7,98.4,90.6,99.0,96.5,109.9,101.2,74.9
CCc1ccccc1-n1c(-c2cccs2)cc(-c2ccc(OC)cc2)c(C#N)c1=O,79.7,98.0,93.3,95.1,101.4,88.6,128.9,93.5,94.4
O=S(=O)(CCO)CCO,89.3&90.2,96.0&104.9,92.9&97.0,96.6&100.0,106.5&106.7,94.4&100.8,106.0&107.6,102.0&105.1,94.7&101.3
COc1cc(-c2nc3sccn3c2-c2ccnc(NCCNS(=O)(=O)c3ccccc3)n2)ccc1F,16.1,57.0,41.1,61.4,21.5,46.4,61.4,48.9,26.9
Cc1ccc(/C=N/NC(N)=S)s1,90.5,105.0,103.1,108.7,99.3,99.0,110.4,95.2,92.0
O=C(Cn1c[n+](CC(=O)c2ccc(Br)cc2)c2ccccc21)Nc1cccc2cccnc12,73.3,120.2,103.3,106.8,108.8,88.6,107.2,·,91.7
CCN(C(=O)c1ccc2c3c(cccc13)C=C2)c1ccccc1,82.9,110.5,100.3,91.1,101.6,94.7,112.9,90.2,88.7
Oc1c(Cl)c(Cl)c(Cl)c2ccccc12,84.7,109.1,107.2,102.3,102.7,91.0,115.0,93.3,97.7

# Next records follow.
mol,UO-31,TK-10,ACHN,786-0,RXF 393,SN12C,DU-145,A498,CAKI-1
Cc1ccc(O)c(C(=O)c2cc(-c3ccccc3)c(=O)n(NC(=O)c3ccncc3)c2)c1,89.9,111.1,105.0,93.5,103.9,102.8,110.8,·,91.7
Cc1cccc(N2CCN(c3ncnc4sc5c(c34)CCN(CC(=O)O)C5)CC2)c1,83.3,108.1,110.7,108.0,97.4,104.8,114.6,103.0,97.0
C=C(C)CNCC(=C)C,92.9&93.7,91.1&104.8,108.9&115.6,93.3&103.8,97.5&108.2,99.0&101.4,111.4&105.8,99.8&98.9,102.3
COc1ccc(OC)c([N+](=O)[O-])c1,91.9,108.1,112.0,106.4,111.6,95.8,122.7,89.6,96.8
CCOC(=O)C1=C(C)OC(N)=C(C#N)C1c1cc(=O)oc2ccc(C)cc12 (stereo not given),90.5,106.5,107.7,92.4,132.7,97.4,98.3,120.0,·
N#C/C(=C\c1ccc(-c2ccc(Br)cc2)o1)c1nc(-c2ccccc2)cs1,77.9,196.7,103.3,99.0,113.5,95.2,102.0,115.9,103.0
C=C1C(=O)O[C@H]2[C@H]1CC/C(COC(=O)C(=O)c1c[nH]c3ccccc13)=C\CC[C@@]1(C)O[C@@H]21,-93.3*,-32.3*,-36.0*,-75.8*,-89.1*,-46.7*,-31.4*,-17.9*,-33.8*
Cc1ccccc1-n1c(C)nc2cc(NS(=O)(=O)c3ccccc3)ccc2c1=O,86.3,118.7,101.0,100.2,112.6,100.6,104.6,92.3,96.0

# Copied from the list.
# CCOC(=O)C1=C(C)OC(N)=C(C#N)C1c1cc(=O)oc2ccc(C)cc12 (stereo not given) in UO-31 is entered as 90.5
# C=C1C(=O)O[C@H]2[C@H]1CC/C(COC(=O)C(=O)c1c[nH]c3ccccc13)=C\CC[C@@]1(C)O[C@@H]21 in RXF 393 is entered as -89.1*
# Cc1ccccc1-n1c(C)nc2cc(NS(=O)(=O)c3ccccc3)ccc2c1=O in RXF 393 is entered as 112.6
# Cc1ccc(O)c(C(=O)c2cc(-c3ccccc3)c(=O)n(NC(=O)c3ccncc3)c2)c1 in TK-10 is entered as 111.1

# New compounds follow.
mol,UO-31,TK-10,ACHN,786-0,RXF 393,SN12C,DU-145,A498,CAKI-1
CCn1cc(/C=C2\SC(=S)NC2=O)c2c(C(=O)OC)cccc21,79.5,94.3,96.5,95.6,115.2,101.2,108.0,·,92.0
O=C(Cc1ccccc1)NCCCNC(=O)Cc1ccccc1,89.6,110.3,123.3,104.0,121.1,101.6,107.2,117.4,96.0
CNC(=O)c1nc(Nc2ccc(NC(=O)Nc3ccc(F)cc3)cc2)c2ccccc2n1,80.4,103.3,94.6,99.1,108.2,94.5,114.4,·,92.5
COc1ccc(/C=C2\Oc3cc(O)ccc3C2=O)c(OC)c1OC,88.7,85.8,110.1,105.7,113.5,101.7,106.7,88.0,96.3
Cc1cc(=O)n(-c2nc(-c3ccco3)c(C#N)c(=O)[nH]2)[nH]1,85.1,95.8,115.0,100.6,127.7,109.8,106.0,92.0,·
COc1cc(C2C(C#N)=C(N)OC3=C2C(=O)c2ccccc2C3=O)ccc1OCc1ccc(F)cc1 (stereo not given),73.7,102.3,96.2,99.5,·,88.1,95.1,67.8,79.6
CCCn1ccc(-n2nnc(C(=O)OCC)c2C)n1,88.2,103.8,99.3,99.6,108.2,108.2,106.3,95.7,88.8
Cc1ccc(NC(=O)/C=C/c2ccc(OCCCOc3ccc4c(C)cc(=O)oc4c3)cc2)cc1,39.6,91.5,17.7,44.3,44.1,73.3,60.6,45.2,51.0

# Going on with the list:
mol,UO-31,TK-10,ACHN,786-0,RXF 393,SN12C,DU-145,A498,CAKI-1
CCN1CCN(Cc2cn(-c3ccc(S(N)(=O)=O)cc3)nn2)CC1,94.0,108.1,108.2,102.4,115.8,103.5,108.0,103.0,96.5
CC1CCCC[N+]12CCCC2 (stereo not given),95.5,102.7,101.3,100.7,100.2,99.6,103.2,104.2,81.1
CC1(C)CC[C@]23CC[C@]4(C)[C@H](CC[C@@H]5[C@@]6(C)C/C(=C/O)C(=O)C(C)(C)[C@@H]6CC[C@]54C)[C@H]2[C@H]1OC3,85.0,113.0,110.2,106.3,120.6,99.2,115.4,105.5,91.1
Cc1ccc(/C(O)=C/c2nc3ccc(C)cc3oc2=O)cc1,94.5,135.1,104.3,111.3,112.4,96.8,118.6,86.3,96.6
C=CCn1c(C)nc2ccc(Nc3nc(Nc4ncccn4)nc4ccccc34)cc21,82.1,118.0,102.6,106.3,114.2,97.6,112.3,76.8,75.6
Cc1c(C(=O)NO)sc2ncnc(Nc3ccccc3)c12,72.8,123.3,95.1,98.6,97.2,92.8,100.1,·,77.6
O/N=C\c1ccc(/C=N/O)cc1,92.7,107.5,94.1,103.7,89.9,96.6,101.6,71.1,87.2
COC(=O)c1ccc2nc([C@@H](C)[C@H]3CC[C@H]4[C@@H]5CCC6=CC(=O)CC[C@]6(C)[C@H]5CC[C@]34C)[nH]c2c1,77.3,112.7,95.0,78.6,77.4,81.5,92.4,58.0,82.4

# More results follow:
mol,UO-31,TK-10,ACHN,786-0,RXF 393,SN12C,DU-145,A498,CAKI-1
Nc1[nH]ncc1-c1nnc(Nc2ccc3c(c2)OCO3)o1,76.0,97.1,88.5,100.9,100.7,97.6,107.1,86.6,74.1
CC(=O)c1ccc(Nc2nc(SC(C)C)nc(-c3ccccc3)c2C#N)cc1,-53.6*!,6.6*!,-56.9*!,-56.6*!,103.3,10.9&97.0,43.8&91.2,94.7&42.3,8.4*!
CCCc1[nH]nc(-c2n[nH]c(CCC)c2CC)c1CC,90.2,106.8,111.3,114.4,102.7,100.5,115.7,126.2,97.1
COc1ccc(OC)c(/C=C/c2nnc(Nc3ccccc3)o2)c1,94.5,92.5,97.2,87.4,93.6,90.1,93.3,73.7,78.3
C/C(=N/NC(N)=S)c1sc(Nc2ccccc2)nc1C,79.8,110.5,98.6,85.7,·,99.6,102.2,118.4,91.0
COc1cc2c(cc1[N+](=O)[O-])-c1ccccc1C2,85.8,77.5,119.8,93.4,101.5,86.9,100.9,81.3,113.2
C#CC1(O)CCC2C3CCc4cc(OC)ccc4C3CCC21C (stereo not given),93.0&99.8,118.5&115.6,104.3&105.2,109.8&103.3,101.9&107.9,87.3&103.3,107.7&108.2,104.5,95.9&95.9
Nc1cc(Br)c(-c2nn3c(CCC(=O)c4nc5ccccc5[nH]4)nnc3s2)c(Br)c1,71.1,116.8,99.8,99.8,109.2,97.7,102.1,65.6,95.4

# Next part:
mol,UO-31,TK-10,ACHN,786-0,RXF 393,SN12C,DU-145,A498,CAKI-1
NS(=O)(=O)c1ccc(NC(=O)/C(=C\c2ccc(Cl)cc2)NC(=O)c2ccccc2)cc1,78.7,96.6,100.2,95.9,102.8,103.7,107.5,103.5,92.5
Cc1ccc(Sc2cc(C(=O)N3CC4C=CC=CC4C3)ccc2O)cc1C (stereo not given),78.5,91.4,106.9,100.3,113.1,99.6,111.2,123.2,94.3
O=C(C[n+]1cccc2cc(Cl)ccc21)c1ccc2c(c1)CCCC2,91.4,62.0,86.2,80.4,62.0,10.1,10.5,74.0,·
COc1ccc(NC(=O)CCn2cnc3c2c(=O)n(C)c(=O)n3C)cc1,82.3,98.8,106.8,98.9,116.0,106.8,111.0,107.7,97.3
C=C(C)[C@@H]1CC[C@]2(COCCCN)CC[C@]3(C)[C@H](CC[C@@H]4[C@@]5(C)CC[C@H](OCCCN)C(C)(C)[C@@H]5CC[C@]43C)[C@@H]12,78.2,105.4,100.0,83.5,100.1,92.9,104.0,108.7,91.4
CCOC(=O)c1sc(NC(=O)c2ccc(C)cc2)nc1C,86.9,81.8,91.5,86.1,112.7,·,96.9,86.2,86.8
CCCCC(CC)C(=O)OC(C)CC(OC(=O)C(CC)CCCC)C(C)C (stereo not given),83.4,94.2,105.2,97.5,110.3,93.6,106.6,87.0,94.2
CN1CCN(Cc2cn(-c3ccc(S(N)(=O)=O)cc3)nn2)CC1,86.0,105.6,106.5,107.3,133.2,110.5,110.2,102.1,94.0

# Later entries.
mol,UO-31,TK-10,ACHN,786-0,RXF 393,SN12C,DU-145,A498,CAKI-1
Cc1cc(NCc2cc(Nc3ccnc4cc(Cl)ccc34)ccc2F)nc(N2CCCC2)n1,-50.9*,-35.8*,-69.2*,-83.9*,-65.5*,35.8,10.8,59.2,71.5
CCCCCCCCCCCCCCCCCN(C)C(=O)OCC,82.4,111.3,108.2,103.5,117.2,107.3,98.8,102.7,100.4
C=CCOC(=O)Nc1cccn([C@H](Cc2ccccc2)C(=O)NCCC(C)C)c1=O,88.7,110.9,102.6,112.1,110.4,98.7,109.8,113.5,89.8
C=C(OC1(C(C)C)CCC2(C)OC2C1)C(C)(C)CCC(C)(O)C(=O)OC1(C)C=CC(O)(C(C)C)CC1 (stereo not given),79.3,111.4,100.3,101.4,110.8,100.4,108.8,95.2,91.2
CC(=O)C(CCN(C)C)c1ccccn1 (stereo not given),91.3,105.3,·,112.1,104.8,104.0,114.8,98.0,·
O=C(CSc1nnc(-c2ccc(Cl)cc2)n1-c1ccccc1)Nc1ccc(Br)cc1,-19.4*,-55.7*,-81.9*,-83.0*,-31.6*,-42.9*,41.2,-60.8*,-53.6*
Brc1ccc(Cn2nnnc2-c2ccn(-c3ccccc3)n2)cc1,69.2,77.6,70.7,82.8,87.1,68.5,85.8,52.5,58.2
O=C(Cc1ccccc1)Nc1cccc(-c2nc3ccccc3c(=O)[nH]2)c1,96.7,103.7,104.1,95.7,97.2,93.2,115.6,87.6,80.3

# Continued.
mol,UO-31,TK-10,ACHN,786-0,RXF 393,SN12C,DU-145,A498,CAKI-1
CC(C)(C)c1ccc(C(=O)Nc2sc3cc(N4CCCC4)ccc3c2C(N)=O)cc1,92.0,113.9,93.4,104.6,104.3,98.7,86.1,·,93.1
O=C(c1ccc([N+](=O)[O-])cc1)c1ccccn1,97.8,114.1,108.5,103.6,165.5,104.1,109.5,61.7,104.0
CCCn1c(O)c(C=N)c(=O)n(CCC)c1=O,83.1,108.2,91.4,102.0,97.1,102.4,111.9,92.1,91.3
C/C(=N\O)c1ccccc1,90.0,101.2,111.7,99.3,108.1,101.7,114.1,98.8,105.1
O=[N+]([O-])c1ccc(N2CCCCC2)cc1,89.1,89.2,108.9,91.2,·,91.9,111.0,71.1,103.8
C=CCOC(=O)CC(C)=O,97.0,107.7,106.1,99.5,116.6,104.5,117.9,100.7,93.6
NC1=Nc2ccccc2N(O)N1,88.4,94.7,100.2,100.5,·,99.1,113.3,·,91.8
COc1ccc(NC(=O)Nc2cccc(-c3nc(-c4ccc(NC(=O)c5cccnc5)cc4Cl)no3)c2)cc1,96.7,108.0,113.4,101.2,102.7,105.1,102.3,91.1,97.6

# Results in RXF 393, CAKI-1 and DU-145, for 2 of the compounds above:
compound,RXF 393,CAKI-1,DU-145
CC(C)(C)c1ccc(C(=O)Nc2sc3cc(N4CCCC4)ccc3c2C(N)=O)cc1,104.3,93.1,86.1
C=CCOC(=O)CC(C)=O,116.6,93.6,117.9

# Following part
mol,UO-31,TK-10,ACHN,786-0,RXF 393,SN12C,DU-145,A498,CAKI-1
COc1ccc(NC(=O)CSC(N)=O)cc1NC(=O)CSC(N)=O,87.7,128.4,110.0,113.2,111.4,91.2,118.9,82.5,94.2
Cc1cccc(C(C(=O)O)C(C)C)c1C (stereo not given),89.0,88.5,98.5,96.1,101.0,98.2,107.0,86.6,89.3
COc1cc(OC)cc(-n2cc(-c3ccc(Cl)c(Cl)c3)n(C(C)=O)c2=O)c1,99.7,119.9,94.7,98.4,60.4,98.2,104.2,91.1,·
CC(=O)c1cc(C)ccc1C,86.9,99.0,107.6,98.8,107.3,102.9,113.3,103.8,95.3
CCOc1cccc(/C=N\Nc2nc(=O)cc(C(=O)OC)s2)c1O,49.7,107.4,68.8,83.9,97.0,59.1,102.5,87.2,65.9
Cc1cccc(N2CCN(CC(O)COc3ccc(Cl)cc3)CC2)c1 (stereo not given),85.3,115.7,93.7,98.0,107.2,95.2,114.6,115.4,84.5
CN1CCN(CC2C3CCC(C3)C2O)CC1 (stereo not given),92.8,101.0,101.1,·,104.8,102.3,109.9,103.1,104.3
COc1ccc2[nH]c(O)c(N=Nc3nc(-c4ccc(Br)cc4)cs3)c2c1,0.8*,33.4,-64.2*,-81.3*,-64.2*,-46.4*,16.0,-78.0*,2.6*
CC(C)Cc1cc(-c2cc(CC(C)C)nc(N)n2)nc(N)n1,·,97.1,104.6,100.0,111.6,99.5,107.4,118.4,92.3
CC(C)Cc1ccncc1,93.7,95.8,·,100.7,102.6,101.8,109.0,86.4,·
Cc1cc(NS(=O)(=O)c2ccc(NC(=O)CSc3nc4ccccc4c(=O)n3-c3ccccc3)cc2)no1,85.9,107.6,98.1,103.8,93.8,100.9,108.0,99.6,94.9
